# 12-hLO inh – qHTS Assay for Inhibitors of 12-hLO (12-human lipoxygenase); purified 12-hLO, xylenol orange hydroperoxide absorbance; 150,000 compounds, 0.12% hits; AID 1452, 2008; Potency, µM (highest dose often 57.1 µM), inactives show at the top dose activity change, negative = inhibition, actives largely listed as inhibitors; Polyunsaturated fatty acid lipoxygenase ALOX12 (Homo sapiens), P18054; note: potency is the fitted concentration of half-maximal effect; nearly all actives have a fitted effect of over 55% in size; many of its hits are not listed in these tables
#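 Lipoxygenase turnover measured by absorbance at 573 and 405 nm after Fe-XO development. Human 12hLO 150 nM, arachidonate 40 uM, pH 7.0 Hepes buffer with detergent; 15 min compound preincubation, 30 min reaction.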
# ALOX15B inhib – qHTS Assay for Inhibitors of 15-hLO-2 (15-human lipoxygenase 2); Polyunsaturated fatty acid lipoxygenase ALOX15B (Homo sapiens), O15296; purified 15hLO-2, xylenol orange hydroperoxide absorbance; Potency, µM (highest dose often 57.1 µM), for the others: top-dose activity change, negative = inhibition, hits mostly inhibitors; 110,000 compounds, 0.56% hits; note: potency is the fitted concentration of half-maximal effect; nearly all actives have a fitted effect of over 60% in size; many of its hits are not listed in these tables
# Target sequence (O15296 whole entry, looked up): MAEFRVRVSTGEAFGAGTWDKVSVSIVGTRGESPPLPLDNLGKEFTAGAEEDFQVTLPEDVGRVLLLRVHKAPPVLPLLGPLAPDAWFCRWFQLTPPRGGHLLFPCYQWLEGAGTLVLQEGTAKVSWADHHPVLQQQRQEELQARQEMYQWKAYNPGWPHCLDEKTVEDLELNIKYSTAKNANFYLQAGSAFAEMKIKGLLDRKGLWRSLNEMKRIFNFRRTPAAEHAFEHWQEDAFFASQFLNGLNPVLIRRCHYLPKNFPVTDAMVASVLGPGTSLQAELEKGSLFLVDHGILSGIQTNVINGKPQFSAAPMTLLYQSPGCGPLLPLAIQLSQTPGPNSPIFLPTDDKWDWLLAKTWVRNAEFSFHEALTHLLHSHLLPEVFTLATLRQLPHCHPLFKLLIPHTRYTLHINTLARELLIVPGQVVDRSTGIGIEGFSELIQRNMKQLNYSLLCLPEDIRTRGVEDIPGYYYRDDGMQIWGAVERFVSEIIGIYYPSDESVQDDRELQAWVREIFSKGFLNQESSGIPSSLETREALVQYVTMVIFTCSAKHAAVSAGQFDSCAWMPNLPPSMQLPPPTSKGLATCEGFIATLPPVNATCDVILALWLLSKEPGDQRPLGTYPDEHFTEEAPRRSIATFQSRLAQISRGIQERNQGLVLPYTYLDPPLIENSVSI
#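 Purified human 15hLO-2 (50 nM final) preincubated with compounds 15 min at room temperature in 25 mM Hepes pH 7.5, 0.01% Triton X-100, then 45 uM arachidonic acid added for 90 min; hydroperoxide detected via ferrous/xylenol orange, 573/405 nm absorbance ratio.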
# IMPase cell inh – qHTS Assay for Identifying the Cell-Membrane Permeable IMPase Inhibitors. Inositol monophosphatase 1 (Rattus norvegicus), P97697. CHO-M1 cells, IP1 accumulation, HTRF TR-FRET ratio. inhibition (IP1 accumulation), % at 46.1 µM. 120,000 tested, under 10 active; active = well fitted curve in the direction sought with a large enough effect in the signal ratio, not every such curve was filed as active; inconclusive = small, poorly fitted or top-dose-only effect, or a change in a side signal; inactive = no such curve, though single readings can be large or run the other way; the % refers to the signal ratio;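 note: cells stimulated with carbachol in lithium chloride buffer; plate controls were DMSO basal wells for no effect and reference inhibitor wells for full effect; higher means more IMPase inhibition seen as more IP1 and lower FRET ratio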
# Target sequence (P97697 whole entry, looked up): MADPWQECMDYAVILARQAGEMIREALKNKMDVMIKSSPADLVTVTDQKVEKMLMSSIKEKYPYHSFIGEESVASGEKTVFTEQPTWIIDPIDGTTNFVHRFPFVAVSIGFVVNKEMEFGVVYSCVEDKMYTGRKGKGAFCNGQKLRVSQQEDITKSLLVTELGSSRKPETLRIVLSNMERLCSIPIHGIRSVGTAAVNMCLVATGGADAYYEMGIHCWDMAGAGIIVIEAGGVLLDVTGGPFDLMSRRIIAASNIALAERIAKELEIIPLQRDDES
#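 Seeded CHO-M1 cells were dosed with compound at up to 46 uM, stimulated with carbachol for 30 min, then lysed in IP-One detection reagents. Higher IP1 lowers the TR-FRET signal.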
# PNC inhibitor – High Content Assay for Compounds that inhibit the Assembly of the Perinucleolar Compartment; AID 2417, 2010; activity change (PNC), negative = inhibition, % at 10 µM; PC3M PTB-GFP, PNC prevalence imaging, 16 h; active compounds read low; 140,000 compounds, 3.1% hits;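 active = readout at or below -70, meaning at least 70% loss of cells showing the perinucleolar compartment, a nuclear body marking cancer cells; inconclusive = readout between -30 and a set limit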;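 note: plate controls were DMSO wells for no effect and camptothecin positive control wells for full effect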
#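 PC3M cells stably expressing PTB-GFP, 750–1000 cells/well, treated 16 h at 37 °C with compound (23 nl of library stock), in duplicate. After paraformaldehyde fixation and Hoechst stain, imaged at 20x; PNC prevalence scored by image analysis.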
# Numbers without * were called inactive; ? = inconclusive; . = not tested or not shown; [ ] = another dose, or the depositor's remark. Unless noted, calls come from the whole dose curve; as a rule, active = well fitted curve in the direction sought with a large enough effect; inconclusive = small, poorly fitted or top-dose-only effect, or another doubt; inactive = no such curve, though single readings can be large; an effect the other way counts as inactive or inconclusive. Unless noted, % is set by controls: 0 for no effect and ±100 for the full control effect. Not all compounds are listed; count on the stated rates, not on these rows.
SMILES	PNC inhibitor	IMPase cell inh	12-hLO inh	ALOX15B inhib
C/C(CC(=O)Nc1c(C)cc(C)cc1C)=N\NC(=O)OC(C)(C)C	-15	.	-3%	.
COc1ccccc1-c1nnc(SCC(=O)O)n1C	23	2	-4%	4%
O=C(c1cccc(F)c1)N1CCC[C@@]2(CCN(c3ccccc3)C2)C1	.	.	?	?
CC(Oc1ccccc1)C(=O)Nc1oc(-c2ccco2)c(-c2ccco2)c1C#N (stereo unspecified)	?	.	-10%	.
CN(CC(=O)NCCC1=CCCCC1)S(=O)(=O)c1ccc2c(c1)c(=O)n(C)c(=O)n2C	-18	-3	0%	-10%
CCC(=O)Nc1cccc(NC(=O)CSc2nnc(C3CC3)n2C)c1	30	1	0%	-2%
Clc1ccc(Cn2ncc3c(NCc4cccnc4)ncnc32)cc1	-6	4	-2%	0%[2.29 µM]
NC(=O)C1CCN(C(=O)c2ccc(C(F)(F)F)cc2)CC1	-13	2	0%	3%
Cc1ccc(NCc2nnc(SCC(N)=O)n2CC2CCCO2)c(C)c1 (stereo unspecified)	-18	.	-4%	.
O=C(CCN1CCN(C/C=C/c2ccccc2)CC1)Nc1ccccc1	-28	-4	6%	28%
c1ccc(C(CN2CCOCC2)c2ccccc2)cc1	1	6	2%	-10%
COc1ccc2c(c1)OC/C(=C/c1ccc(O)c(O)c1)C2=O	.	.	-9%	?
Cc1cc(C)n2nc(SCC(=O)Nc3c(C)n(C)n(-c4ccccc4)c3=O)nc2n1	-23	7	-6%	-1%
O=C(CCn1c(=O)c2sccc2n(CC(=O)OCc2ccccc2)c1=O)NCc1ccco1	?	1	-3%	-10%
O=C(O)C1CCN(C(=O)c2scc3c2OCCO3)CC1	-13	2	0%	3%
CN(C)S(=O)(=O)c1cccc(C(=O)OCC(=O)Nc2sccc2C#N)c1	1	1	5%	-7%
c1nc(N2CCC3(CC2)OCCO3)c2c3c(sc2n1)CCCC3	2	8	1%	-4%
O=C1S/C(=C\C=C\c2ccco2)C(=O)N1c1ccccc1	43	10	-18%	.
O=C(CC(C(=O)N1CCc2ccccc21)n1ccnc1)NCc1ccccc1 (stereo unspecified)	?	-1	-3%	23%
CCOc1ccccc1NC(=O)CSc1nnc(-c2ccccn2)n1Cc1ccco1	-82*	?	-8%	-13%
Cc1ccccc1-n1c(C)nnc1SCC(=O)N1CC(=O)Nc2ccccc21	2	0	2%	1%
CS(=O)(=O)N(Cc1ccccc1)c1ccc(C(=O)NC2CCCCC2O)cc1 (stereo unspecified)	-15	-2	-6%	1%
Cc1cccc(NC(=S)NC2CC3CCC(C2)N3Cc2ccco2)c1 (stereo unspecified)	69	8	9%	11%
O=C(/C=C/c1ccc(Cl)cc1Cl)N1CCN(c2ccccc2[N+](=O)[O-])CC1	0	.	-1%	.
COc1ccccc1N1CCN(Cc2nc(N)nc(Nc3ccc(C)c(Cl)c3)n2)CC1	?	15	3%	13%[2.29 µM]
COC(=O)CNC(=O)/C=C/c1ccc(OC)cc1	64	1	6%	-7%
CC(C)c1ccccc1NC(=O)c1cccnc1	23	-11	1%	-4%
Cc1cccc(OCCn2c(=O)sc3ccccc32)c1	-17	-4	-3%	.
O=S(=O)(c1ccc(F)cc1)c1nc(-c2ccco2)oc1Nc1ccccc1	?	.	-8%	.
Cc1ccc(Sc2oc(/C=N/n3cnnc3)cc2Br)cc1	-14	-9	0%	-5%
c1ccc(-c2ccc(CN3C[C@@H]4C(c5ccccc5)C5(c6cccnc6)CC4(C5)[C@H]3c3ccccc3)cc2)cc1 (stereo partly specified)	.	.	4%	6%
C/C(NCC(C)(C)CN(C)C)=C(/C#N)C(=O)NCc1ccccc1	3	4	3%	-4%
CC1=C(C(=O)Nc2ccccc2C)C2(CCCCC2)C(C(N)=O)C(=S)N1 (stereo unspecified)	-85*	.	-1%	.
Oc1ccc(/C=C/c2ccnc3ccccc23)cc1	40	.	-1%	.
O=C(N1CCOCC1)N1CCC(n2nnc3cc(F)ccc32)CC1	32	10	5%	2%
Cn1c(=O)c2c(nc(OCC3COC(C)(C)O3)n2Cc2ccccc2F)n(C)c1=O (stereo unspecified)	-10	2	-1%	-1%
CO/N=C/NC(=O)c1c(OC)ccnc1Oc1ccccc1	37	-7	4%	-5%
CN1CCN(C(=O)N2CCNC2=O)CC1	-11	7	-5%	3%
CCOc1ccccc1N1CCN(C(=S)Nc2ccc(S(N)(=O)=O)cc2)CC1	-29	.	-8%	.
CCCC(=O)NC(c1ccc2c(c1)OCO2)c1cc(Cl)c2cccnc2c1O (stereo unspecified)	?	.	?	.
CC1CC(C)CN(C(=O)c2ccc3c(=O)n(Cc4ccc5c(c4)OCO5)c(=S)[nH]c3c2)C1 (stereo unspecified)	?	11	-18%	-9%
CCCCNC(=O)CO/N=C(\C)c1cc2ccccc2o1	19	.	-4%	.
O=C(CSc1ncn[nH]1)Nc1ccc2c(c1)CCC2	6	.	5%	.
N#CC1=C(C=Nc2ccccc2O)CCC1	-16	-2	4%	3%
CCC(Sc1nc(=O)cc(N)n1-c1cccc(C)c1)C(=O)Nc1cc(C)on1 (stereo unspecified)	8	4	-4%	-3%
COc1ccc(CC(=O)OCc2cc3ccccc3[nH]c2=O)cc1	7	-6	-2%	-12%
COc1ccccc1CN1CC[C@@]2(CCCN(C(C)=O)C2)C1	.	.	1%	2%
Clc1ccccc1Nc1nnc(-c2ccncc2)s1	9	.	-1%	.
COc1cc(OC)cc(C(=O)Nc2nc3ccccc3[nH]2)c1	-3	2	0%	21%
CC1=CC(C)(C)N=C(NC#N)N1	-20	-2	-3%	-5%
CCCc1nc(SCC(=O)N2CCC(Cc3ccccc3)CC2)c2c(=O)n(C)c(=O)n(C)c2n1	?	4	-5%	-17%
CCCN1C2=C(C(=O)CCC2)C(c2ccc(O)c(Br)c2)C2=C1CCCC2=O	-19	?	-4%	.
c1ccc(-c2noc(COc3ccc4c(c3)OCO4)n2)cc1	-26	-9	-1%	13%
CC1=CC(C)(C)NC(=S)N1c1ccc2ccccc2c1	-21	4	-17%	-28%
CCCOc1ccc(CSC(CC(=O)O)C(=O)O)cc1 (stereo unspecified)	0	-10	-2%	-7%
CCOC(=O)c1[nH]c(C)c(C(=O)NC)c1C	?	-2	0%	.
COc1ccccc1N=c1oc2c(OC)cccc2cc1C(=O)NCc1ccco1	?	10	-7%	-13%
Cc1cc(C)n(-c2nc(N(c3ccccc3)c3ccccc3)nc(-n3nc(C)cc3C)n2)n1	-100*	-11	14%	.
Cc1ccc(-c2nc(CS(=O)CC(=O)NCCN(CC(C)C)CC(C)C)c(C)o2)cc1 (stereo unspecified)	13	-1	3%	22%
N/C(Cc1cccs1)=N\OC(=O)COc1ccccc1Cl	14	-6	4%	-1%

# (continued)
SMILES	PNC inhibitor	IMPase cell inh	12-hLO inh	ALOX15B inhib
Cn1c(Cn2c(=O)sc3ccccc32)nnc1SCc1ccc(F)cc1	?	-10	3%	.
CC(=O)[C@H]([C@@H](c1ccccc1)N1CCOCC1)N1CCOCC1	.	.	1%[11.4 µM]	-2%[11.4 µM]
Cc1c(N=C2C(=O)Nc3ccccc32)c(=O)n(-c2ccccc2)n1C	19	3	0%	-4%
CC1=CC2=NC(=O)/C(=C\c3cccn3CCOc3cc(C)cc(C)c3)C(=N)N2O1	5	3	-15%	.
CC(C)(O)P(C)(=O)c1ccccc1 (stereo unspecified)	-3	-9	-3%	6%
Cc1c(S(=O)(=O)O)ccc(N=Nc2c(O)c(C(=O)O)cc3ccccc23)c1Cl	.	.	-1%[11.4 µM]	-5%[11.4 µM]
COc1ccc(NC(=O)CSc2nnc(C3CCCCC3)o2)c(OC)c1	-18	-1	2%	2%
Cc1nn(-c2ccccc2)c(=S)c2ccccc12	37	.	-1%	.
CCOC(=O)c1cnn(-c2nc(C)nc3sc4c(c23)CCC4)c1N	16	3	-3%	-4%
CCOC(=O)c1[nH]c2ccc(OC)cc2c1NC(=S)N1CCN(c2ccccc2OC)CC1	?	8	-6%	.
Fc1ccc(Cn2nnnc2CN2CCc3ccccc3C2)cc1	-10	-3	-14%	-1%
COc1cc(/C=C2\SC(=S)N(Nc3ccccc3)C2=O)cc(OC)c1OC	-3	16	-25%	?
O=C(NCCCN1CCOCC1)C(=O)N/N=C/c1c2ccccc2cc2ccccc12	?	.	2%	.
CC[C@H]1CN(C)[C@H]2Cc3c([nH]c4ccccc34)C(=O)C[C@H]1[C@H]2C(=O)OC	.	.	4%[11.4 µM]	-4%[11.4 µM]
COC(=O)C1=C(C)NC(=O)/C1=C\c1cc(C)n(-c2ccccc2C)c1C	-19	6	-9%	?
COc1cc(NC(=O)c2ccc(C)cc2)c(OC)cc1NC(=O)CN1CCCCC1	?	8	4%	.
COc1cc(C)c(N)cc1C(C)C	10	3	4%	-12%
C/C(=N\NC(=O)c1nonc1N)c1cccs1	-11	15	2%	.
COc1ccc(CN(C(=O)c2oc3ccccc3c2C)C2CCS(=O)(=O)C2)cc1 (stereo unspecified)	4	7	-6%	-5%
Cc1cccc(OCc2nnc(SCC(=O)Nc3sc(C)c(C)c3C#N)n2C)c1	?	6	5%	-1%
C/C(=N\NC(=O)c1nn(C)cc1Br)c1ccncc1	?	.	-5%	.
COc1cc(S(=O)(=O)NC2CCCC2)ccc1Cl	27	-1	0%	-1%
Cc1ccnc(NC(=O)CCc2c(C)nc3ncnn3c2C)c1	-18	-1	10%	-4%
COc1cc2c(cc1NC(=O)C(c1ccccc1)c1ccccc1)CCCC2	17	22	-10%	-1%
CC(=O)Oc1ccc2occ(C(=O)c3cccs3)c2c1	6	-1	-3%	5%
CC1(C)OC(=O)C(=CNn2cnc3ccccc3c2=O)C(=O)O1	5	2	-4%	-4%
COc1cccc(CNC(=O)C2CCN(S(=O)(=O)N3CCC4(CC3)OCCO4)CC2)c1	21	.	0%	.
CC(=O)Oc1ccc(CCC(C)OC(C)=O)cc1 (stereo unspecified)	?	2	0%	3%
CC1(C)Oc2ccc3ccc(=O)oc3c2/C(=C/NC2CCCCC2)C1=O	-15	10	-3%	.
COc1ccc(Cl)cc1N(C)C(=O)CCNC(=O)Cn1cnc2ccccc2c1=O	2	-1	-1%	2%
O=C(NCc1ccccc1)C12CC3CC(CC(C3)C1)C2	11	1	5%	4%
CC(=O)N(c1ccc2oc(=O)sc2c1)S(=O)(=O)c1cccs1	-1	10	?	-7%
CCOc1cc(C(=O)N/N=C/C(Br)=C/c2ccccc2)cc(OCC)c1OCC	14	.	-3%	.
CCN(CC)C(=O)c1ccc(O)c(OC)c1	5	5	-5%	5%
CCOc1ccc(CNC(=O)c2ccc(Sc3ccc(Cl)cc3)c(NC(C)=O)c2)cc1	-28	.	-5%	.
Cn1cnnc1SCC(=O)N1c2ccccc2-c2c(ssc2=S)C1(C)C	5	-2	-19%	?
O=C(CCSCCC(=O)N1CCCC1)N1CCCC1	2	5	3%	-1%
COCC(=O)N1CCC2(CCCN(C(=O)Nc3ccc(OC)cc3)C2)CC1	.	.	0%	-7%

# Compound activity (PubChem BioAssay)
